# KCNH2 3.1 inh = qHTS for Inhibitors of KCHN2 3.1: Mutant qHTS; Potassium voltage-gated channel subfamily H member 2, brain isoform KCNH2 3.1 (human); U2OS KCNH2 3.1, thallium flux FluxOr; hits give low values; activity change, % (tested at about 1.8 µM); hit rate 0.95% among 340,000; AID 720553, 2013;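 active = maximum activity change below -70%; inconclusive = maximum activity change from -70% to -50%; inactive = maximum activity change above -50%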;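 also: thallium influx rate constant from kinetic fluorescence after stimulation buffer; % is scaled to controls: 0 for no effect and ±100 for the full control effect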
#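 Measured as rate of thallium-driven FluxOr signal in transduced U2OS cells carrying the 3.1 channel, read kinetically for 2 min upon stimulation; values are rate constants scaled to DMSO control wells.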
# FBPA coupling cs = qHTS Assay for Inhibitors of Fructose-1,6-bisphosphate Aldolase from Giardia Lamblia: Coupling assay counterscreen; hit rate 0.67% among 290,000; activity change, negative = inhibition, % at 58.2 µM, hits read low; coupling enzyme system counterscreen, AmpLite Red fluorescence; in the data active = activity change below about -30%; also: % is scaled to controls: 0 for no effect and ±100 for the full control effect
#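 Fluorescence at 525 nm excitation and 598 nm emission measured inhibition of the coupled detection system without aldolase. Compounds (at 57.5 uM final) were preincubated 10 min at room temperature with coupling enzyme reagent before a 20 min substrate/AmpLite Red step.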
# Gal4-VP16 FLuc = VP16 counterscreen qHTS for inhibitors of ROR gamma transcriptional activity; Potency, µM (highest dose often 53.6 µM), without a hit: at the top dose activity, negative = inhibition, actives largely listed as inhibitors; hit rate 3.5% among 310,000; Drosophila S2 Gal4-VP16 UAS-luciferase, luminescence, 20 h; AID 2546, 2010;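 also: Gal4-VP16 expression switched on by copper sulfate through the metallothionein promoter; potency is read from the fitted curve at half-maximal effect; % is scaled to controls: 0 for no effect and ±100 for the full control effect; nearly all actives have a fitted effect of over 50% in size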
# NPC1 promoter act = qHTS Assay for NPC1 Promoter Activators; Potency, µM (doses to about 9.22 µM), inactives show top-dose activation, most hits filed as activators; Huh7 NPC1 promoter luciferase reporter, 24 h; hit rate 2.4% among 320,000;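 also: potency is read from the fitted curve at half-maximal effect; % of control where 0% means no effect; nearly all actives have a fitted effect of over 60% in size; reporter is driven by a mutant NPC1 promoter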
#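 Huh7 cells stably carrying NPC1 promoter–luciferase, plated in Opti-MEM with 10% FBS for 2 h, were exposed to compound in DMSO for 24 h at 37 °C; luciferase reagent was added for 10 min and luminescence read.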
# FLuc modulator = qHTS profiling assay for firefly luciferase inhibitor/activator using purifed enzyme and Km concentrations of substrates (counterscreen for miR-21 project); Luciferin 4-monooxygenase (Photinus pyralis), P08659; purified FLuc, Km substrates, luminescence inhibition; Potency, µM (top dose mostly 57.5 µM), for inactives: at the highest dose activity change, negative = inhibition, most hits filed as inhibitors; hit rate 6.9% among 360,000; AID 588342, 2011;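 also: potency is read from the fitted curve at half-maximal effect; plate controls were vehicle for no effect and reference inhibitor for full effect; nearly all actives have a fitted effect of over 55% in size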
# Target sequence (P08659 whole entry, looked up): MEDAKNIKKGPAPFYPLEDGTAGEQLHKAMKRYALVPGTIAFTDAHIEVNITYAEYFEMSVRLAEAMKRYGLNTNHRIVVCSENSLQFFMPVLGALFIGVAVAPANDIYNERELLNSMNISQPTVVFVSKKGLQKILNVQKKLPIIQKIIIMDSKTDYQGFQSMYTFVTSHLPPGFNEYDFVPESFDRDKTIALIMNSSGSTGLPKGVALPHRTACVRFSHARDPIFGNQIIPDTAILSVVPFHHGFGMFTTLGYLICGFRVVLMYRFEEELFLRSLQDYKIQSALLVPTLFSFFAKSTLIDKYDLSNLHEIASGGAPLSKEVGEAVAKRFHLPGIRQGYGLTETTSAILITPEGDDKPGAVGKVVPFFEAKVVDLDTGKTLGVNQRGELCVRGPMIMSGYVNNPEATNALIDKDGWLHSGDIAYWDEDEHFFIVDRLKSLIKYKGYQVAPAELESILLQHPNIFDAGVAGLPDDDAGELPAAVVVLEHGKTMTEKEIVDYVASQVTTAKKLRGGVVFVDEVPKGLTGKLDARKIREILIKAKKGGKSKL
#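 Biochemical qHTS of compounds, final roughly 60 µM downward over six points, against 10 nM purified firefly luciferase using Km concentrations of substrates (10 uM D-luciferin, 10 uM ATP) in Tris acetate pH 7.5 buffer; luminescence output.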
# Rab9 promoter act = qHTS Assay for Rab9 Promoter Activators; Huh7 Rab9 promoter-luciferase reporter, luminescence, 24 h; Potency, µM (highest dose often 9.22 µM), for the others: at the top dose activation, negative = inhibition, most hits filed as activators; hit rate 2.8% among 320,000; also: potency is read from the fitted curve at half-maximal effect; % of control where 0% means no effect; nearly all actives have a fitted effect of over 60% in size
#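 Luciferase signal after 10 min detection reagent at ambient indicates Rab9 promoter upregulation; stably transfected Huh7 cells were treated 24 h with compound in DMSO at 37 °C, 5% CO2.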
# uPA generation = qHTS for Inhibitors of Cell Surface uPA Generation. cell surface uPA generation assay, qHTS. Potency, µM (doses to about 38.3 µM), inactives show at the top dose activity change, negative = inhibition, most hits filed as inhibitors. hit rate 0.31% among 330,000; active = well fitted inhibition curve with a large enough effect; inconclusive = small, poorly fitted or top-dose-only effect; inactive = no such curve, though single readings can be large or run the other way; tested in mouse RAW 264.7 cells; also: potency is read from the fitted curve at half-maximal effect; % is scaled to controls: 0 for no effect and ±100 for the full control effect; nearly all actives have a fitted effect of over 55% in size
# Tb PFK block = qHTS Assay to Find Inhibitors of T. brucei phosphofructokinase | ATP-dependent 6-phosphofructokinase (Trypanosoma brucei brucei), O15648 | T. brucei PFK, ADP-Glo luminescence | Potency, µM (titrated, usually from 57.5 µM), inactives show at the highest dose activity, negative = inhibition, actives largely listed as inhibitors | hit rate 0.17% among 330,000;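 also: potency is read from the fitted curve at half-maximal effect; 0% = uninhibited 1x PFK enzyme wells and -100% = no-enzyme wells; nearly all actives have a fitted effect of over 60% in size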
# Target sequence (O15648 whole entry, looked up): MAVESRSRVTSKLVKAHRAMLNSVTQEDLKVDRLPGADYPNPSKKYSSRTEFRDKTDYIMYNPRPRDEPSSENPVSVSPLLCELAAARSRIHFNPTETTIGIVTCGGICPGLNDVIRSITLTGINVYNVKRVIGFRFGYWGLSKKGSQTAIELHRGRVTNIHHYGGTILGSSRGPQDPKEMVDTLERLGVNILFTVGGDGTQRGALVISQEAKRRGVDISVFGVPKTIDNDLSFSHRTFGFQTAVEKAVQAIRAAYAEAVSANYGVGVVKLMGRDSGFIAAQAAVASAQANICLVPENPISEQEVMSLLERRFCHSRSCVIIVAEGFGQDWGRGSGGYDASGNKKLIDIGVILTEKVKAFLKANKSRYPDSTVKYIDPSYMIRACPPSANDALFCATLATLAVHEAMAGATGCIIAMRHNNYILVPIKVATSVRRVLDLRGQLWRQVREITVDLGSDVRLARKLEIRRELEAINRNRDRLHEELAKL
#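 ADP-Glo luminescence quantified ADP after 45 min at room temperature, with 1.25 nM T. brucei PFK, 0.1 mM ATP and 0.5 mM fructose-6-phosphate in pH 8.0 TEA buffer. qHTS titrations up to 57 µM; curves classified by quality.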
# RORgamma inh = qHTS for inhibitors of ROR gamma transcriptional activity; Nuclear receptor ROR-gamma (Mus musculus), P51450; AID 2551, 2010; hit rate 5.4% among 310,000; Drosophila S2 Gal4-RORgamma UAS-luciferase reporter, 20 h; Potency, µM (top dose mostly 53.6 µM), for the others: at the top dose activity change, negative = inhibition, most hits filed as inhibitors; also: potency is read from the fitted curve at half-maximal effect; % is scaled to controls: 0 for no effect and ±100 for the full control effect; nearly all actives have a fitted effect of over 60% in size
#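 Using a luciferase readout, inhibitors were identified by reduced reporter activity in Drosophila cells coexpressing a copper-inducible Gal4–ROR gamma fusion and UAS-driven Photinus luciferase, incubated 20 hr after 700 uM copper sulfate.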
# Giardia killer = Small Molecules that selectively kill Giardia lamblia: qHTS | Giardia lamblia trophozoite viability | activity change, % at 7.66 µM, hits read low | hit rate 0.15% among 340,000 | AID 540267, 2011; in the data active = activity change below about -80%; inconclusive = between about -30% and that limit;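 also: parasites exposed to compound for two days anaerobically before the ATP read; % is scaled to controls: 0 for no effect and ±100 for the full control effect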
#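 Viability, read as ATP luminescence: trophozoites at 100 cells/well, compound added, 48 hrs anaerobic at 37 deg C, then 15-30 min room-temperature development before reading.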
# ELG1 genotox = qHTS screen for small molecules that induce genotoxicity in human embryonic kidney (HEK293T) cells expressing luciferase-tagged ELG1 | HEK293T ELG1-luciferase reporter, luminescence, 16 h | hit rate 1.3% among 330,000 | Potency, µM (top dose mostly 46 µM), for inactives: top-dose activity change, positive = activation, actives largely listed as activators | AID 504466, 2011; also: potency is read from the fitted curve at half-maximal effect; % of control where 0% means no effect; nearly all actives have a fitted effect of over 60% in size
#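 After overnight (16 hr) compound treatment at 37 °C, ELG1-luciferase HEK293T cells were lysed with ONE-Glo; luminescence quantified 30 min later at room temperature.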
# Starred values were filed as active, the others as inactive; u = inconclusive; x = no result given; & = joins results of further samples; [ ] = dose if it differs, or a comment. Unless noted, calls follow the shape of the dose curve; as a rule, active = well fitted curve in the direction sought with a large enough effect; inconclusive = small, poorly fitted or top-dose-only effect, or another doubt; inactive = no such curve, though single readings can be large; an effect the other way counts as inactive or inconclusive.
SMILES,KCNH2 3.1 inh,FBPA coupling cs,Gal4-VP16 FLuc,NPC1 promoter act,FLuc modulator,Rab9 promoter act,uPA generation,Tb PFK block,RORgamma inh,Giardia killer,ELG1 genotox
Cc1occc1-c1nnc(SCC(=O)NC2CC2)n1C,1,x,-1%,5%,-2%,1%,-7%,0%,-18%,12,-2%
CC(=O)Nc1cccc(C(=O)NNC(=O)c2n[nH]c(=O)c3ccccc23)c1,0,x,x,0%,0%,0%,0%,-7%,x,8,1%
CCC(C)C(NC(=O)C1CCC(C)CC1)C(=O)NCc1cccnc1 (stereo unspecified),14,-1,-3%,-5%,-1%,-3%,3%,-1%,-23%,7,1%
O=C(NCCc1ccc(Cl)cc1)C1CCCN1C(=O)Nc1ccc(F)cc1 (stereo unspecified),5,-2,0%,-1%,4%,0%,u,1%,-11%,5,-1%
Cc1ccc(-n2cccn2)c(CN2CCCC(C(=O)c3ccc4c(c3)OCO4)C2)c1 (stereo unspecified),-94*,-1,-11%,-3%,1%,11%,-2%,2%,-19%,7,-8%
COCCCN1C2=C(C(=O)CC(C)(C)C2)C(c2ccc(O)c(OC)c2)C2=C1CC(C)(C)CC2=O,3,-6,5%,-1%,-1%,0%,-2%,-10%,-24%,-3,0%
CCCNC(=O)C(Cc1cccc(OC)c1)NC(=O)c1ccc(C(C)(C)C)cc1 (stereo unspecified),-8,x,x,0%,0%,-9%,7%,7%,x,-5,2%
COc1ccc(NC(=O)C(=O)N/N=C/c2cc(C)n(-c3cccc(Cl)c3Cl)c2C)c(OC)c1,-3,-5,18%,-6%,-17%,-3%,19%,-5%,-4%,-13,-6%
CCc1oc2c(C)c(O)ccc2c(=O)c1-c1ccc2ccccc2n1,8,1,1%,-2%,-3%,-1%,x,-5%,28%,-10,-8%
O=[N+]([O-])c1cc([N+](=O)[O-])c(Oc2c(F)cc(F)cc2F)cc1NN1CCCCC1,-26,3,4%,-4%,1%,-1%,-8%,-1%,-12%,0,-1%
O=C(NNC(=O)c1cc(O)c(O)c(O)c1)NC1CCCCC1,0,-4,-5%,1%,u,6%,0%,-17%,12%,7,3%
C=CC(COCc1ccccc1)N(Cc1ccc(OC)cc1)S(=O)(=O)c1ccccc1Br (stereo unspecified),u,1&0,-3%&13%,-9%,-1%,0%,9%,-5%,u,5&6,-12%
O=C(COc1ccccc1)NCC(=O)N/N=C/c1ccccc1,2,-13,-14%,0%,3%,-3%,5%,-2%,2%,-23,2%
COc1c(/C=N/NC(N)=S)c(C)nn1-c1ccccc1,x,1,u,-1%,-5%,-10%,1%,-13%,7.1µM*,-7,7%
COc1ccc(N2CCN(c3oc(Cc4ccccc4)nc3C#N)CC2)cc1,-22,-1,-8%,2%,0%,-5%,x,-2%,u,7,-8%
CCCOc1ccc(C(C)=O)cc1CC(C(=O)OCC)C(=O)OCC,-2,0,6%,0%,3%,-10%,0%,-5%,-8%,28,2%
CCCS(=O)(=O)C/C(N)=N/OC(=O)c1ccc(Cl)cc1,-33,0,-4%,3%,3%,0%,3%,2%,7%,-16,-2%
O=[N+]([O-])c1ccc(N2CCCC2)cc1NCc1ccccc1,35,0,3%,-2%,0%,9%,-2%,2%,7%,28,4%
COP(=O)(CC(=O)c1ccccc1)CC(=O)c1ccccc1,12,3,2%[10 µM],-1%,-2%,-3%,3%,4%,6%,-2,-1%
COc1ccc(S(=O)(=O)N(C)C[C@H]2Oc3ccc(NS(=O)(=O)c4ccc(F)cc4)cc3C(=O)N([C@H](C)CO)C[C@@H]2C)cc1,-2,x,x,x,x,x,u,3%,x,u,-2%
CCOc1ccc(/C=C/C(=O)N(CC)CC(=O)NCc2cccs2)cc1OC,4,x,x,-5%,-10%,3%,-1%,0%,x,5,7%
COC(=O)c1ccccc1S(=O)(=O)N1CCC(NC(=O)c2ccccc2)CC1,8,-2,5%,-4%,-1%,1%[1.84 µM],7%,-4%,29%,44[activator],-3%
CC(C)(C)c1ccc(S(=O)(=O)N2CCN(CC(O)COCC3CCCO3)CC2)cc1 (stereo unspecified),-10,x,x,-4%,1%,-1%,-2%,1%,x,4,0%
COCCCNc1oc(-c2cccs2)nc1S(=O)(=O)c1ccc(C)cc1,-6,-3,u,-12%,-1%,-6%,5%,3%,u,-4,-10%
O=C(NCc1ccccn1)c1ccc(OC2CCN(Cc3ccc(F)cc3F)CC2)cc1,12,-1,7%,-2%,1%,2%,-4%,-20%,25%,13,-8%
CC(OC(=O)c1ccccc1CCc1ccccc1)C(N)=O (stereo unspecified),3,-7,-1%,-9%,-1%,6%,-1%,5%,15%,15,-3%
COc1ccc(C(CNC(=O)COc2ccc(F)cc2Br)N2CCCC2)cc1 (stereo unspecified),-9,-3,u,-8%,-1%,-5%,4%,1%,1%,10,-3%
Cc1ccc(-n2ncc3c2CC(C)(C)CC3NC(=O)c2cc[n+]([O-])cc2)cc1 (stereo unspecified),x,2,-1%,-1%,0%,4%,0%,3%,11%,-16,3%
O=C(CSc1nc2ccccc2o1)N/N=C/c1ccc(O)c(O)c1,0,-6,-3%,-5%,19µM*,-2%,6.3µM*,2%,u,-3,14%
COc1ccc(CCN2C(=O)CSC2=Nc2ccc(C)cc2C)cc1OC,3,-1,-9%,-5%,0%,-9%,3%,1%,-3%,8,-7%
O=c1c2ccccc2nc(/C=C/c2cc(Br)ccc2O)n1CCCO,-3,0,-3%,-8%,3%,-15%,-5%,-7%,-33%,-4,-22%
COc1ccccc1N1CCN(CC(=O)Nc2nccs2)CC1,12,2,-6%,-2%,-1%,-6%,9%,1%,-6%,2,-4%
CCC(=O)Nc1ccc(C(=O)NNC(=O)COc2cccc(C)c2)cc1,-19,0,-13%,3%,-4%,-2%,-7%,-6%,-10%,-4,1%
CC1(c2ccccc2Cl)NC(=O)N(CC(=O)Nc2ccc(N3CCOCC3)cc2)C1=O (stereo unspecified),2,x,x,x,x,x,-20%,0%,x,8,-3%
COc1ccc(NC(=O)c2cccc(Oc3ccccc3)c2)cn1,-5,0,8%,-12%,19µM*,10%,-1%,-10%,12%,8,10%
O=C(NCc1ccccc1)c1nc(S(=O)(=O)Cc2ccccc2)ncc1Cl,3,x,2.8µM*,-29%,-5%&-11%,-14%,u,-19%,5µM*,12,-5%
CC(C)c1ccc(S(=O)(=O)c2nnn3c2nc(N2CCCCC2)c2ccccc23)cc1,2,5,-2%,-3%,6%,-4%,1%,-1%,u,-26,-1%
C=CCN(Cc1ccc(OC)c(OC)c1)C(=O)N1CCOCC1,9,-1,-6%,-5%,1%,7%,-3%,2%,-2%,-8,0%
O=C(NCc1cccs1)c1ccncc1,8,0,1%[0.365 µM],-1%,1%,3%,0%,-3%,19%,31[activator],-3%
Cc1cccc(OC(=O)c2cncc(Br)c2)c1,17,5,-16%,-1%,u,-5%,9%,-9%,0%,-3,9%
CCNc1nc(C)cc(COC)c1C#N,6,4,2%,13%,2%,14%,-6%,6%,18%,17,-2%
O=C(Nc1cccc(C(F)(F)F)c1)c1n[nH]c(Cn2cncn2)n1,12,-1,-4%,-1%,6%,-2%,x,-3%,4%,-3,0%
CCc1ccc(NC(=O)CSc2nc(O)cc(=O)n2C2CCCC2)cc1,-14,0,-2%,0%,u,-5%,7%,1%,u,5,4%
COc1ccc(CC(=O)Nc2cccc(S(=O)(=O)N3CCOCC3)c2)cc1OC,5,x,x,-23%,3%,-24%,-21%,0%,x,9,-2%
O=C(O)COc1ccc(-c2nccc(-c3cccs3)n2)cc1,x,10,16µM*,0%,1.5µM*,-5%,x,3%,5.6µM*,x,3%
CCOC(=O)N1CCN(C(=O)c2ccc(-n3c(C)ccc3C)cc2)CC1,-6,1,1%,-2%,3%,0%,-9%,20%,22%,-3,u
O=C1CC(c2ccc(F)cc2)Cc2nc(N3CCN(c4ccccc4)CC3)ncc21 (stereo unspecified),-22,-1,-3%,0%,1%,1%,-2%,-6%,-4%,23,0%

# Compound activity from PubChem BioAssay.
